Screening results (PubChem BioAssay)
HEK293 tox: cytotoxicity in counter-screen for GLP-1R inverse agonists. HEK293 cAMP-luciferase reporter cells, luminescence, 24 h. AID 624418. Potency, µM (titrated, usually from 38.3 µM), for the others: at the highest dose activity change, negative = inhibition, most hits filed as inhibitors. actives 0.13% (n = 410,000);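 also: loss of luciferase light is scored as toxicity; potency is read from the fitted curve at half-maximal effect; % is scaled to controls: 0 for no effect and ±100 for the full control effect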
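Here, cytotoxicity is scored as loss of luminescence. The MLSMR collection was tested on cells seeded in medium containing 10% Nu serum, with a 24 hr compound exposure preceded by 12 hours of culture.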
MCF10A rereplic: DNA re-replication induction in MCF 10a cells | MCF 10A DNA re-replication, Hoechst nuclear intensity, 48 h | Potency, µM (doses to about 46.1 µM), inactives show at the top dose activity, positive = re-replication, most hits filed as activators | actives 2.9% (n = 350,000) | AID 624296; also: potency is read from the fitted curve at half-maximal effect; % of control where 0% means no effect; nearly all actives have a fitted effect of over 50% in size
HT1080NT lethal: kills 2HG-producing HT-1080-NT fibrosarcoma cells; actives 1.6% (n = 360,000); HT-1080-NT fibrosarcoma viability, CellTiter-Glo ATP luminescence, 48 h; Potency, µM (titrated, usually from 46.1 µM), without a hit: top-dose activity, negative = less viability, actives largely listed as cytotoxic; AID 686970;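 also: NT is the 2HG producing partner of a matched IDH1 knockdown line; potency is read from the fitted curve at half-maximal effect; 0% = DMSO-treated cells and -100% = media-only wells without cells; nearly all actives have a fitted effect of over 55% in size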
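Fibrosarcoma NT cells, 750 per well in 5% FBS RPMI, were exposed to compound for 48 hours. Viability: CellTiter-Glo luminescence.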
SW480 rerep: inducers of DNA re-replication in SW480 colon cancer cells; SW480 DNA re-replication, Hoechst DNA content imaging, 48 h; Potency, µM (titrated, usually from 46.1 µM), for the others: at the top dose re-replication activation, usual class: activators; actives 1.8% (n = 340,000); also: potency is read from the fitted curve at half-maximal effect; % of control where 0% means no effect; nearly all actives have a fitted effect of over 55% in size
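250 cells/well; 23 nL cpd via pin tool; 48 hr, 37 C, 5% CO2; Hoechst 40 min; imager read of total nuclear intensity, ex 405/em 500-530 nm.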
HT1080 IDH1KD tx: toxicity to HT-1080 IDH1 knockdown cells (counter line) | HT-1080 IDH1 knockdown viability, ATP luminescence, 48 h | Potency, µM (top dose mostly 46.1 µM), for the others: at the highest dose activity, negative = toxicity, usual class: cytotoxic | actives 2% (n = 360,000) | AID 686971;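 also: potency is read from the fitted curve at half-maximal effect; 0% = DMSO wells and -100% = cell-free medium wells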
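Assay cells: HT-1080 with IDH1 knockdown, 750 per well, RPMI/5% FBS. Exposure: 48 h at 37 °C following 2 h pre-incubation. Read: CellTiter-Glo luminescence; fitted concentration-response, curve class assigned.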
KB-V1 MDR tox: kills drug-selected multidrug resistant KB-V1 cells; KB-V1 MDR cells viability, CellTiter-Glo, 72 h; AID 1347076; Potency, µM (top dose mostly 46.1 µM), for inactives: top-dose activity change, negative = cytotoxicity, hits mostly cytotoxic; actives 3.4% (n = 400,000); also: potency is read from the fitted curve at half-maximal effect; % is scaled to controls: 0 for no effect and ±100 for the full control effect; nearly all actives have a fitted effect of over 60% in size
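Cytotoxicity toward P-gp-expressing KB-V1 cells was determined as loss of CellTiter-Glo luminescence after 72 h at 37 degrees C. Compounds were tested in quantitative HTS format across a concentration range, with curves fitted to normalized data.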
KB-3-1 tox: kills parental KB-3-1 adenocarcinoma cells. actives 1.4% (n = 400,000). AID 1347075. KB-3-1 viability, CellTiter-Glo ATP luminescence, 72 h. Potency, µM (highest dose often 46.1 µM), without a hit: at the top dose activity change, negative = cytotoxic, usual class: cytotoxic; also: potency is read from the fitted curve at half-maximal effect; % is scaled to controls: 0 for no effect and ±100 for the full control effect; nearly all actives have a fitted effect of over 60% in size
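Cytotoxicity measured as CellTiter-Glo luminescence after 72 h at 37 C. Compound titrations were pinned onto drug-naive KB-3-1 parental adenocarcinoma cells grown in DMEM with 10% FBS, and normalized data fitted to concentration-response curves.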
IL1B secr inh: blocks inflammasome-driven IL-1 beta release. THP-1 LPS/ATP IL-1B secretion, AlphaLISA, 16 h; hits give low values. activity change, % at 57.5 µM. actives 4.7% (n = 360,000); in the data active = activity change below about -50%; inconclusive = mostly about -30% to -49%; also: % is scaled to controls: 0 for no effect and ±100 for the full control effect
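THP-1 cells pretreated 1 hr with compounds (up to 57.5 uM final), then stimulated with LPS (250 ng/mL final) plus ATP (1.25 mM final); secreted IL-1B measured by AlphaLISA after 16 hr, decreased signal indicating inhibition.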
DRD3 agonist: D3 dopamine receptor (human) agonism | actives 0.58% (n = 410,000) | P35462 | max activation, % | D3R DiscoveRx beta-arrestin cells, luminescence, 90 min; in the data active = max activation above about 30%; also: 0% is about no effect; mostly tested at two doses, the higher about 12 µM
Target sequence (P35462 whole entry, looked up): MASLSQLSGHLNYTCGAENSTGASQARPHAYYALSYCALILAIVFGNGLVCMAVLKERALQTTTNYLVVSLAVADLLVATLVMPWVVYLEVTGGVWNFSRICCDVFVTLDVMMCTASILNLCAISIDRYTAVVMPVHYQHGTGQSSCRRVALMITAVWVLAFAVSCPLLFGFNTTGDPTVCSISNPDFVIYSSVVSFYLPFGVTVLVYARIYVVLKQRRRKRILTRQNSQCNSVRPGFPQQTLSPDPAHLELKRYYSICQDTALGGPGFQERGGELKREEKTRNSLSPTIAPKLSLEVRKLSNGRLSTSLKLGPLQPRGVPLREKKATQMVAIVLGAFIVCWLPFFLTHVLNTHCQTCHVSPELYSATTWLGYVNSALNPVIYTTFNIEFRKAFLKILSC
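Agonist mode: compounds and dopamine controls were applied to plated cells for 90 min at 37 degrees C after an overnight attachment at 1500 cells/well. Luminescent read-out followed 30 - 60 minutes at room temperature with DiscoveRx detection reagent.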
An asterisk follows results filed as active; i = inactive; ? = inconclusive; · = no result given; [ ] = another dose, or the depositor's remark. Unless noted, calls follow the shape of the dose curve; as a rule, active = well fitted curve in the direction sought with a large enough effect; inconclusive = small, poorly fitted or top-dose-only effect, or another doubt; inactive = no such curve, though single readings can be large; an effect the other way counts as inactive or inconclusive. The order is random (roughly 11% active in at least one column).

SMILES	HEK293 tox	MCF10A rereplic	HT1080NT lethal	SW480 rerep	HT1080 IDH1KD tx	KB-V1 MDR tox	KB-3-1 tox	IL1B secr inh	DRD3 agonist
CCOc1ccccc1N1CCN(CC(=O)Nc2nc(C)c(C(=O)N(C)C)s2)CC1	0%	1%	-4%	-2%	15%	-26%	?	i	-11
CS(=O)(=O)N(CC(=O)N1CCCC1)c1cc(C(F)(F)F)ccc1Cl	4%	-2%	12%	-15%	6%	-21%	-4%	14	1
O=C(NC(=S)Nc1ccc2c(c1)OCO2)c1ccccc1	-21%	29%	-8%	1%[9.22 µM]	-12%	1%	0%	-22	4
CCC(O)(Cc1ccccn1)Cc1ccccn1	46%	1%	2%	-3%	4%	?	3%	14	5
O=C(/C=C/c1ccc(Cl)cc1)Nn1c(-c2cccs2)nc2ccccc2c1=O	1%	9%	-11%	-15%	-2%	-1%	-7%	-11	2
CCN1CCN(CC(=O)N2N=C(c3cccs3)CC2c2ccc(C)cc2)C(=O)C1=O (configuration not stated)	-7%[7.66 µM]	5%	0%	-2%	4%	-7%	0%	-7	-8
O=[N+]([O-])c1cccc(S(=O)(=O)c2ccc(NCCOCCO)c([N+](=O)[O-])c2)c1	-16%	8%	-16%	2%	-6%	17%	-11%	60	7
CCOC(=O)c1ccccc1NC(=O)c1ccc2c(SCC(=O)O)c3c(nc2c1)CCCC3	2%	?	5%	-32%	-1%	?	0%	28	4
O=C(Nc1ccc(Br)cc1Cl)c1cnccn1	-7%	18%	-2%[9.24 µM]	1%	?	?	5%	7	2
COCCn1c(C)cc(C(=O)COC(=O)c2ccc([N+](=O)[O-])o2)c1C	-11%	3%	7%	24%	-16%	-2%	8%	-18	1
C/C(COc1ccccc1)=N\NC(=O)c1nnn(-c2nonc2N)c1CSc1ccc(C)cc1	1%	·	-6%	·	-17%	?	-2%	-29	-8
COc1cc(C(=O)NC2CC2)cc(OC)c1OC	5%	·	-1%	·	9%	-1%	17%	38	-1
COc1ccc(O)c(/C=N/NC(=O)CSc2nnc(C)n2-c2ccccc2)c1	-6%	?	?	?	?	-7%	?	64	14
Cc1ccccc1CN(C)C[C@@H]1OCc2cnnn2CCCC(=O)N([C@H](C)CO)C[C@H]1C	-8%	·	10%	·	3%	-20%	-1%	6	6
COc1ccc2ccccc2c1/C=N/NC(=O)c1ccccc1F	0%	1%	3%	-15%	-2%	7%	-2%	-16	-18
C(=N\N(c1ccccc1)c1ccccc1)/c1ccccn1	-10%	?	0%	?	-5%	-36%	-5%	-5	-6
CCCN1CCN(C(=O)Cn2c(=O)oc3cc(S(=O)(=O)NCc4ccccc4)ccc32)CC1	-20%	8%	17%	-12%	8%	0%	-5%	6	-2
CC(C)CC(c1nc2ccccc2[nH]1)n1c(-c2ccccc2Br)nc2ccccc21 (configuration not stated)	-5%	·	8%	·	1%	1%	0%	61	-1
Cn1c(=O)oc2cc(S(=O)(=O)NC(Cc3ccccc3)C(=O)NCc3ccccc3Cl)ccc21 (configuration not stated)	11%	·	·	·	·	-27%	-6%	·	-9
Cc1ccccc1C(=O)NCCCNC(=O)c1ccccn1	6%	3%	20%	-8%	16%	27%	4%	-7	5
O=C(NC1C(=O)NNC1c1ccccc1)c1ccc(F)cc1 (configuration not stated)	-25%	-1%	8%	0%	13%	19%	2%	-11	-3
OC(c1ccc(Cl)c(Cl)c1)c1ncc(-c2ccccc2C(F)(F)F)[nH]1 (configuration not stated)	-10%	·	?	·	?	?	0%	-12	1
O=C(CSc1nnc(SCc2ccc(Cl)cc2)s1)c1ccc2c(c1)OCO2	-2%	?	12%	-5%	5%	-11%	0%	-6	2
CN(Cc1nc2ccccc2c(=O)[nH]1)C(=O)c1ccc(S(=O)(=O)N2CCCC2)cc1	3%	-7%	1%	1%	-1%	-3%	5%	6	-1
CC(Sc1nncn1C)C(=O)NCCC1=CCCCC1 (configuration not stated)	-1%	-4%	13%	0%	0%	6%	21%	1	-10
CCOC(=O)C1=CN(Cc2ccco2)S(=O)(=O)NC1c1ccc(Br)cc1F (configuration not stated)	-2%	?	1%	?	1%	-10%	8%	7	-11
O=C1CCC(C(=O)N2CCc3c(Cl)cccc3C2)CN1CCCN1CCOCC1 (configuration not stated)	0%	-3%	17%	3%	13%	0%	21%	-4	2
Cc1cc(OCC(=O)OCC(=O)NCc2ccco2)ccc1Cl	-2%	?	2%	-7%	8%	-4%	0%	9	-1
COc1ccc(/C=N/N2CCN(C3c4ccccc4-c4ccccc43)CC2)cc1O	0%	?	-18%	6%	-14%	?	?	-26	-5
CCOC(=O)C1CCCN(C(=O)c2cc(C)n(C(C)(C)C)n2)CC1 (configuration not stated)	3%	·	9%	·	7%	-1%	0%	15	10
CCOc1cc(C2CC(=O)c3c(ccc4ccccc34)N2)ccc1O (configuration not stated)	-15%	-4%	-22%	1%	-20%	-22%	-14%	5	7
CCCN1C(=O)C(O)(c2c(C)[nH]c3ccccc23)c2ccccc21 (configuration not stated)	2%	-1%	3%	19%	-5%	0%	6%	0	-5
O=C(CN1c2cccc3cccc(c23)S1(=O)=O)NCc1ccc(Cl)cc1	-1%	6%	-9%	-16%	-12%	-23%	-6%	4	4
COc1ccccc1CNC(=O)COC(=O)c1cnc(C)cn1	-13%	·	8%	·	-8%	13%	-4%	11	7
O=C(CSc1ccc2nnc(CCNC(=O)c3ccccc3)n2n1)Nc1ccccc1	3%	0%	0%	-6%	0%	-6%	3%	10	-8
Cc1sc(N/N=C/c2cccs2)nc1-c1ccccc1	-15%	?	-8%	0%	-9%	-17%	?	0	-5
NC(=O)c1nsc(C(=O)N(Cc2ccccc2F)C(C(=O)NCC2CCCO2)c2ccc(F)cc2)c1N (configuration not stated)	-10%	-1%	-13%	-7%	-7%	-9%	-2%	-26	9
CNc1nc(C)cc(C)c1S(=O)(=O)c1ccc(C)cc1	-1%	-6%	0%	-2%	-1%	-25%	?	4	-3
COc1ccc(-c2csc3ncnc(N4CCN(CCO)CC4)c23)cc1	-3%	1%	-2%	2%	-19%	-13%	0%	-15	-12
Cc1noc(C)c1CN(C(=S)NC1CC1)c1ccccc1	-8%	0%	12%	-1%	17%	1%	-6%	10	-2
COc1ccc(-c2nc(CN3CCN(Cc4ccccc4)CC3)c(C)o2)cc1	-10%	12%	-9%	-8%	-7%	-11%	-2%	-7	-14
O=C(COc1ccc(Br)cc1)Nc1ccccc1C(=O)NC1CC1	-9%	5%	5%	-20%	0%	-6%	9%	13	0
Cc1cc(NC(=O)CSc2nc(C3CC3)nc3sc(C)c(C)c23)no1	?	2%	?	-1%	-11%[9.24 µM]	0%	-7%	37	0
CCCOc1ccc(C(=O)NC(C)C(=O)O)cc1 (configuration not stated)	9%	-2%	-2%[9.24 µM]	-2%	-20%	14%	3%	-5	-6
Cc1cccc(C)c1Nc1nnc(SC(C)C(=O)Nc2c(C)n(C)n(-c3ccccc3)c2=O)s1 (configuration not stated)	?	?	1%	20%	-1%	2%	-18%	-5	1
COc1ccccc1NC(=O)C(C)OC(=O)CCCOc1ccccc1 (configuration not stated)	7%	1%	1%	-2%	-1%	-13%	-10%	-1	7
Cc1ccc(C)c(-n2c(SCC(=O)Nc3nnc(C)s3)nnc2-c2ccoc2C)c1	-2%	1%	0%	-1%	-1%	?	6%	8	-1
COc1ccc2[nH]c(=O)c(CN(Cc3ccccc3OC)Cc3nnnn3CC3CCCO3)cc2c1 (configuration not stated)	-8%	0%	4%	-1%	-16%	?	24%	?	15
COc1ccc(OCC(=O)Nc2ccc3c(c2)nc(CCN2CCN(c4ccccn4)CC2)n3C)cc1	3%	·	-29%	·	?	-26%	-13%	56	14
Cc1ccc(NC(=O)c2sc(Cl)nc2-c2ccccc2)cc1C	-3%	1%	-7%	0%	0%	11%	-2%	16	-4
CCOc1ccc(OCC)c(NC(=O)CSc2nc3cccnc3n2C)c1	-9%	2%	-16%	0%	-11%	-9%	-2%	14	7
COc1ccc(-c2cc3ccc(OCC(=O)NCC4CCC(C(=O)O)CC4)cc3oc2=O)cc1 (configuration not stated)	-14%	?	-8%	-13%	-1%	16%	0%	16	-1
COc1ccc(S(=O)(=O)Cc2ccc(C(=O)N3CCN(Cc4ccccc4)CC3)o2)cc1	-25%	6%	1%	0%	-2%	?	-8%	1	-1
CC1(C(=O)NS(=O)(=O)c2cccs2)CCN1C(=O)CC1CC1 (configuration not stated)	5%	·	2%	·	21%	4%	0%	21	5
COc1ccc2c(CC(=O)OCC(=O)NC(=O)c3cccn3C)coc2c1	1%	-11%	-1%	-1%	-1%	8%	-21%	5	2
CC1(C)CC(=O)C2=C(C1)Nc1ccccc1NC2c1nc2ccccc2[nH]1 (configuration not stated)	-1%	1%	20%	-9%	0%	14%	1%	-3	-4

Record cards, from the list above. Order of values: HEK293 tox, MCF10A rereplic, HT1080NT lethal, SW480 rerep, HT1080 IDH1KD tx, KB-V1 MDR tox, KB-3-1 tox, IL1B secr inh, DRD3 agonist
Shown for `COc1ccc(O)c(/C=N/NC(=O)CSc2nnc(C)n2-c2ccccc2)c1` = -6%, ?, ?, ?, ?, -7%, ?, 64, 14
Shown for `COc1ccc(/C=N/N2CCN(C3c4ccccc4-c4ccccc43)CC2)cc1O` = 0%, ?, -18%, 6%, -14%, ?, ?, -26, -5
